TRPML3 agonist: agonists of human TRPML3 channel; 220,000 compounds, 0.29% hits; HEK293 TRPML3-YFP, Fluo-8 calcium fluorescence; 100% = the carbachol control signal; activation, % at 3 µM; Q8TDD5;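 active = activation above its plate's cutoff, the mean activation of the plate's test wells plus 3 SD, cut at about 12% in these data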;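 note: 0% = DMSO only wells and 100% = carbachol wells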
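Material: TRPML3-YFP stable HEK293 cells | Dosing: One concentration, 3 µM nominal, 0.3% DMSO | Timing: 125 s total fluorescence read per well | Technique: Fluo-8 calcium dye fluorescence, ex 470-495, em 515-575 nm | Measure: Percent activation from peak-to-basal fluorescence ratio, scaled between DMSO and carbachol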
EP2 modulator: EP2 receptor (human) modulation; 260,000 compounds, 0.83% hits; EP2-expressing cells, cAMP HTRF FRET, PGE2 co-stimulation; P43116; induction, % at 25 µM;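 active = compounds whose cAMP rise, as percent of the full-agonist control response, exceeds 60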;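 note: rat C6 glioma line stably carrying human EP2 under a CMV promoter; the protocol text gives 20 µM as final concentration; 100% = response of wells given 1 µM PGE2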
Target sequence (P43116 whole entry, looked up): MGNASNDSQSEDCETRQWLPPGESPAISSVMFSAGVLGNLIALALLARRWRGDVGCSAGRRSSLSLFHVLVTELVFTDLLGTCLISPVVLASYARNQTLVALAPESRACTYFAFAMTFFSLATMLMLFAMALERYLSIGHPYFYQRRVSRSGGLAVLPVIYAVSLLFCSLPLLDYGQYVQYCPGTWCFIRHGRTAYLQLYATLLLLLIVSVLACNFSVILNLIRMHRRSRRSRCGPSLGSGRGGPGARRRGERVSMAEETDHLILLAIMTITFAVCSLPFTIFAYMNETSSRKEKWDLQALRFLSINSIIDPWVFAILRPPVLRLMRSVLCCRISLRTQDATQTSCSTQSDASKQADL
TRPN1 ag: activates the zebrafish TRPN1 channel; AID 1424; HEK293 zebrafish TRPN1-YFP, Fluo-8 calcium fluorescence; 100% = response to 87 µM carbachol; activation, % at 3 µM; 220,000 compounds, 0.18% hits;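 active = activation above its plate's cutoff, the mean activation of test wells on that plate plus 3 SD, cut at about 19% in these data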;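 note: 0% = DMSO alone and 100% = 87 µM carbachol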
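Material – zebrafish TRPN1-YFP in HEK293 cells · Doses – 3 µM single point · Schedule – dye 1 h 37 °C plus 30 min RT · Signal – Fluo-8 calcium fluorescence, excitation 470-495 nm, emission 515-575 nm · Read-out – % activation versus carbachol response · Control set – carbachol high, DMSO low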
14-3-3 Bad PPI: disrupts binding of bovine 14-3-3 zeta to phospho-Bad peptide | TR-FRET 14-3-3zeta/Dy647-pBad peptide displacement, 1 h | inhibition, % at 21.7 µM | 220,000 compounds, 0.71% hits | AID 781;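 active = inhibition above about 70%, limit read from the data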;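 note: 0% = full 14-3-3 plus peptide FRET controls and 100% = background without 14-3-3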
Target sequence (P63103 whole entry, looked up): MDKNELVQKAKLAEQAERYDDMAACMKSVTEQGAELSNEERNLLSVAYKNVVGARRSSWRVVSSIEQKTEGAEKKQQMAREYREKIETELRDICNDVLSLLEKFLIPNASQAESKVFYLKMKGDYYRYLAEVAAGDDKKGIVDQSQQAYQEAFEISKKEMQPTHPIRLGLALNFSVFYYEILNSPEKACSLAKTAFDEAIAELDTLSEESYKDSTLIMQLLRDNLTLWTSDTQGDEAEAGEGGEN
NPY-Y1 antag: blocks the human neuropeptide Y Y1 receptor; inhibition, % at 3.6 µM; AID 1040; HEK293-CNG Y1 cells, membrane potential fluorescence; NPY at EC95, then isoproterenol; P25929; 200,000 compounds, 1% hits;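 active = inhibition above the campaign mean inhibition of all tested compounds plus 3 SD, cut at about 20% in these data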;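 note: 0% = DMSO wells given NPY plus isoproterenol and 100% = isoproterenol alone without NPY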
Target sequence (P25929 whole entry, looked up): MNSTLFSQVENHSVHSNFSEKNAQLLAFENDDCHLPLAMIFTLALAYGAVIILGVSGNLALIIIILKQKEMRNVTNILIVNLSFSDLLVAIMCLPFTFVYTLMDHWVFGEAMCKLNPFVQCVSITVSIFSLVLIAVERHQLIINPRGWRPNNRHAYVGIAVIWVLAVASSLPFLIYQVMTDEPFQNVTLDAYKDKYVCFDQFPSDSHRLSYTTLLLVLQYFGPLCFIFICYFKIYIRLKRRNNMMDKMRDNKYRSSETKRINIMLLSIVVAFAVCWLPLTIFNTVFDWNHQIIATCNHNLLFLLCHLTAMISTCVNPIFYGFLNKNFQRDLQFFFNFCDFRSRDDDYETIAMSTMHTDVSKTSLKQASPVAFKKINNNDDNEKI
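Material: HEK293 cells with Y1 receptor plus CNG channel; times: compound incubation 1 h at room temperature, readout 45 min post-stimulation; signal: fluorescence, membrane potential probe; read-out basis: fluorescence ratio normalized to % inhibition between controls; benchmarks: full-block control isoproterenol-only wells, zero-block control NPY plus isoproterenol wells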
EP2 antag: blocks the human prostaglandin E2 receptor EP2; C6 glioma cells expressing human EP2, cAMP TR-FRET; cells stimulated with saturating PGE2; P43116; inhibition, % at 25 µM; 260,000 compounds, 0.52% hits;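 active = percent inhibition above 40 after rounding to a whole number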;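 note: rat C6 glioma host cells with rolipram phosphodiesterase inhibitor present; the protocol text gives 20 µM as final concentration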
NPY1 pot ag: human NPY-Y1 potentiation or agonism, primary screen; P25929; NPY-Y1 expressing cells, potentiator/agonist activation; activation, % at 3.6 µM; 220,000 compounds, 0.37% hits; in the data active = activation above about 33%, passing the limit was not always enough;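 note: cells stimulated with NPY at EC10 then isoproterenol at EC100; 0% = low agonist plus stimulus and 100% = saturating agonist plus stimulus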
CHOP inh: blocks CHOP induction under ER stress. CHO-K1 CHOP-promoter luciferase, tunicamycin-induced, 15-18 h. inhibition, % at 10 µM. 220,000 compounds, 3.8% hits. AID 2732;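 active = compounds that reduced the stress-induced luciferase reporter signal by more than about 70% of percent inhibition, limit read from the data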;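 note: 0% = tunicamycin plus vehicle and 100% = wells without tunicamycin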
PPC-1+TRAIL kill: PPC-1 cancer cell killing with TRAIL present; 220,000 compounds, 0.41% hits; cell killing (% activity), % at 4 µM; PPC-1 cells + TRAIL, ATPLite viability luminescence;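 active = cell killing above 50% in the first pass at 4 µM, then a duplicate retest at 5 µM averaging 50% or more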;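 note: plate controls were cells with TRAIL plus DMSO for no effect and medium-only wells lacking cells for full effect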
Numbers without * were called inactive; x = no result given; & = joins results of further samples; [ ] = remark or other dose. An excerpt. The share of hits here may be higher or lower than overall.

SMILES	TRPML3 agonist	EP2 modulator	TRPN1 ag	14-3-3 Bad PPI	NPY-Y1 antag	EP2 antag	NPY1 pot ag	CHOP inh	PPC-1+TRAIL kill
COC(=O)CCCCCNc1ccc(C(=O)OC)cc1N	-0.4	-34	-1.4	0	3	13	9	14	10
O=C(Oc1ccc(N(C(=O)c2ccncc2)S(=O)(=O)c2cccs2)cc1)c1ccncc1	0.8	43	0.2	-1	2	10	10	4	-20
CC1CCc2sc(C(=O)OCC(=O)NC(C)C)cc2C1 (configuration not stated)	-0.1	-11	-0.7	5	1	1	0	27	-6
COCCCNCCOc1cc(C(C)C)ccc1C	1.0	2	0.7	67	-6	6	3	15	15
COc1cccc(Nc2cc(C)nc3ccccc23)c1	1.5	8&-89	0.5	-8	7	6&8	2	-9	30
COc1ccc(Cl)cc1NC(=O)C(OC)c1ccccc1 (configuration not stated)	-0.7	45	-0.7	87*	4	5	-7	5	15
CC(=O)Oc1ccc(-c2ccc(C(=O)O)cc2)cc1	0.8	4	2.9	-8	-2	7	-4	22	-4
Cc1ccc(Cl)cc1N1CCN(C(=O)c2cc3c(=O)n(C)c4ccccc4c3n2C)CC1	1.1	-8	4.3	0[fluorescence artefact?]	2	4	-3	88*	26
O=C(NCCN1CCOCC1)c1ccc([N+](=O)[O-])cc1[N+](=O)[O-]	-0.5	6	-2.5	2	4	25	4	-7	-6
Cc1nn(C)cc1CN(C)C(=O)c1cc2nc(-c3ccco3)cc(C(F)(F)F)n2n1	1.5	-4	1.6	5	4	16	-12	3	5
CCCN1C(=O)/C(=C\C=C2/Sc3ccccc3N2CCO)SC1=S	1.4	-2	1.5	-33	-1	9	8	47	1
O=C(C1CC1)N(Cc1nc2ccccc2c(=O)[nH]1)Cc1cccs1	0.8	6	-0.3	0	x	9	-3	-6	8
Cc1ccc(F)cc1NC(=O)C1CCN(c2cnccn2)CC1	0.6	-2	-0.2	3	-1	3	8	29	0
O=C(CSc1nnc(NC(=O)C2CC2)s1)NCc1cccs1	0.3	-25	-1.4	2	4	5	5	-5	24
Cc1ccc(-n2nnnc2SCn2nnc3ccccc3c2=O)c(C)c1	1.6	-21	3.3	3	3	7	27	45	7
O=C(CN(c1ccccc1)S(=O)(=O)c1ccc(F)cc1)NC1CCS(=O)(=O)C1 (configuration not stated)	0.5	28	0.5	-7	2	5	6	-2	0
CC(=O)c1sc(-c2ccc(F)cc2)cc1NS(=O)(=O)c1ccc(C)cc1	0.1	-12	-0.8	4	x	19	-12	-25	20
Cc1ccc(Nc2nc(CSc3nnc(-c4ccc(F)cc4)n3C)cs2)cc1	-0.9	-5	-3.1	11	1	2	-21	-2	33
COc1ccccc1NC(=O)C(=O)N(c1cccnc1)C(C(=O)NC(C)(C)C)c1ccccc1F (configuration not stated)	-0.2	36	-1.4	-5	0	8	-4	-1	12
Cc1nnc(N/N=C/c2c[nH]c3ccccc23)[nH]c1=O	-0.7	-79	-1.1	0	x	6	12	-16	8
N#CCCN(Cc1ccccc1)C(=O)Nc1ccc2c(c1)CCO2	0.3	-5	1.2	1	x	6	17	-12	23
O=C(c1ccncc1)c1nccn1-c1ccccn1	0.0	-18	0.3	1	1	6	2	61	-18
COC(=O)[C@H](CC(C)C)NC(=O)NCCC1=CCCCC1	0.6	-8	-0.9	1	x	5	-5	3	11
Cc1c(C(=O)c2ccccc2)c2ccccn2c1CCc1ccccn1	1.3	8	0.2	-2	3	4	-17	13	15
COc1cc2c(C(=O)N3CCN(c4cccc(Cl)c4)CC3)cn(C)c(=O)c2cc1OC	0.5	-20	-1.3	-16	8	5	-2	25	2

Part of the list above in order of count of non-hydrogen atoms, descending.
SMILES	TRPML3 agonist	EP2 modulator	TRPN1 ag	14-3-3 Bad PPI	NPY-Y1 antag	EP2 antag	NPY1 pot ag	CHOP inh	PPC-1+TRAIL kill
Cc1ccc(Cl)cc1N1CCN(C(=O)c2cc3c(=O)n(C)c4ccccc4c3n2C)CC1	1.1	-8	4.3	0[fluorescence artefact?]	2	4	-3	88*	26
Cc1c(C(=O)c2ccccc2)c2ccccn2c1CCc1ccccn1	1.3	8	0.2	-2	3	4	-17	13	15
CC(=O)Oc1ccc(-c2ccc(C(=O)O)cc2)cc1	0.8	4	2.9	-8	-2	7	-4	22	-4

Following part:
SMILES	TRPML3 agonist	EP2 modulator	TRPN1 ag	14-3-3 Bad PPI	NPY-Y1 antag	EP2 antag	NPY1 pot ag	CHOP inh	PPC-1+TRAIL kill
Cc1ccc2c(c1)C(C)CC(C)(C)N2C(=O)CN1CCN(C)CC1 (configuration not stated)	0.7	4	0.1	49	x	6	0	1	11
CCO[C@@H]1OC(C(=O)N2CCN(Cc3ccccc3)CC2)=C[C@H](c2coc3ccccc3c2=O)[C@H]1CCCO	-0.7	-2	-0.5	4	-2	18	-2	13	24
COc1ccc(CCNC(=O)c2c(C)noc2C)cc1	0.3	32	-0.6	-2	3	-3	7	4	9
COc1ccc2[nH]c(=O)c(CN(C(=O)c3cccnc3)c3ccc(C)cc3C)cc2c1	-0.1	-21	0.3	4	x	8	15	10	-8
Cc1ccc(C(C(=O)NC2CCCCC2)N(C(=O)c2csnn2)C2CCCC2)o1 (configuration not stated)	1.7	-1&-15	0.6	0	7	5&8	13	17	5
O=C(OCC(O)C(O)COC(=O)c1ccccc1)c1ccccc1 (configuration not stated)	0.0	6	0.2	1	-1	8	10	-9	2
Cc1cc(C)nc(NS(=O)(=O)c2ccc(NC(=O)CN3C(=O)c4ccccc4C3=O)cc2)n1	0.8	3	1.0	-9	2	x	-22	17	-9
CC(=O)N1CC2(NC(=O)c3ccccc3N2)c2ccccc21 (configuration not stated)	0.8	1	1.1	-2	8	4	0	4	-14
CCOc1cccc(OCCCNCCCOC)c1	0.7	-4	0.6	31	0	10	-3	-10	8
Cc1ccc(-n2nc3ccc(NC(=O)c4ccc5c(c4)OCO5)cc3n2)cc1	0.5	-1	1.1	48[fluorescence artefact?]	4	4	3	-10	12
O=C(NCC(=O)N1CCN(S(=O)(=O)/C=C/c2ccccc2)CC1)c1ccccc1F	-0.3	-13	-1.1	6	-1	4	-19	5	7
N/C(=N\OC(=O)c1ccc(Cl)cc1)c1cccnc1	1.4	2	1.4	-3	-1	x	-15	28	26
COc1ccc(N2CCN(CC(=O)NC(=O)NCc3ccco3)CC2)cc1	0.7	4	0.0	-8	5	4	0	4	11
Cc1cccc(NC(=O)CC23CC4CC(C2)CC(n2nnc(C)n2)(C4)C3)c1	-0.1	-2	-0.3	-14	3	6	10	10	3
CCN(CC)C(=O)CSc1nnc(CCN)o1	0.7	27	-0.1	-5	-5	4	17	9	-4
O=C1C2C3C=CC(C3)C2C(=O)N1c1ccncc1 (configuration not stated)	0.4	35	-0.1	5	3	x	-5	-5	-10
O=C(NCc1ccco1)C(C(=O)c1ccc(F)cc1)n1ccccc1=O (configuration not stated)	0.4	-11	1.9	8	-4	5	4	-29	23
CCCCOC(=O)/C=C\C(=O)NC(N)=O	-0.8	-23	1.8	-14	x	26	-11	-24	19
CCC(=O)Nc1cc2c(C)cc(=O)oc2cc1C	0.4	27	0.7	4	0	11	4	-21	9
COc1cc(C(=O)NCCC(=O)NCCN2CCOCC2)cc(OC)c1OC	0.8	18	-1.0	-3	-3	8	15	4	-2
O=C(COC(=O)/C=C/c1ccc([N+](=O)[O-])cc1)NCC1CCCO1 (configuration not stated)	1.1	-23	0.3	0	-2	5	1	-21	35
Cc1cccc(C(=O)N=c2c(C#N)cc3c(=O)n4cccc(C)c4nc3n2Cc2ccco2)c1	0.1	19	0.2	-14[fluorescence artefact?]	0	6	3	-44	13
Cc1cc(C)n2c(nc3ccccc32)c1C(=O)NN	-0.3	7	-2.8	-8	x	6	2	3	4
CC(C)CCNC(=O)CNC(=S)N(CCCN1CCOCC1)Cc1cccs1	0.2	17	-1.6	-13	2	16	-13	0	21
COc1ccccc1N1C(C)=CC(=C(C#N)c2nc3ccccc3s2)C=C1C	1.0	-4	2.1	-5[fluorescence artefact?]	2	9	15	-12	-7

The results go on:
SMILES	TRPML3 agonist	EP2 modulator	TRPN1 ag	14-3-3 Bad PPI	NPY-Y1 antag	EP2 antag	NPY1 pot ag	CHOP inh	PPC-1+TRAIL kill
O=C1CC(N2CCN(c3ccc(S(=O)(=O)N4CCCC4)cc3)CC2)C(=O)N1c1ccc(F)cc1 (configuration not stated)	0.9	6	0.6	5	-4	16	6	36	3
O=C(COc1ccc(Cl)cc1Cl)NCC(=O)N/N=C/c1c[nH]c2ccccc12	1.6	-67	1.4	15[fluorescence artefact?]	4	6	1	15	7
COc1cccc(/C=N/n2c(-c3cc(C)[nH]n3)n[nH]c2=S)c1OC	0.8	28	0.5	-6	x	7	-2	9	-5
Cc1nn(C)c(C)c1/C=C/C(=O)O	0.9	34	2.0	-12	4	6	7	26	25
CSCCC(NS(=O)(=O)c1cc(C(=O)O)ccc1Cl)C(=O)O (configuration not stated)	1.1	12	0.0	-13	-1	4	-6	9	-6
Cc1cccc(C)c1NC(=O)CN(C)C(=O)/C=C/c1cccs1	1.4	27	-0.1	-7[fluorescence artefact?]	2	6	-17	8	28
Cc1c(Cl)cccc1NC(=S)Nc1ccc2[nH]c(=O)[nH]c2c1	1.0	-24	3.5	1	x	5	-3	20	9
CC(=O)Nc1ccccc1C(=O)C(=O)Nc1ccccc1	0.9	22	1.9	5	0	4	7	1	-4
Cc1cc(Oc2ccccc2)nc(SCC(=O)Nc2ccc(Cl)cc2Cl)n1	0.0	-13	-0.4	-6	10	2	-8	49	14
CC(=O)Nc1cccc(NC(=O)C2CCCN2C(=O)Nc2cccc(F)c2)c1 (configuration not stated)	1.1	13	-0.3	-10	1	21	15	-21	13
COc1cc(NC(=O)Cc2cccs2)c(C(=O)O)cc1OC	1.4	17	-1.0	-5	17	5	-22	3	12
Cc1ccc(/C=C/C(=O)O)cc1S(=O)(=O)NCCCO	0.0	13	0.9	-1	2	5	13	10	18
Fc1cccc(NC(=S)NCc2ccccc2Cl)c1	3.4	-39	3.1	-6	x	16	14	3	10
COc1ccc(-n2cc(CN3CCC(OC)CC3)c(-c3cccc(F)c3)n2)cc1	0.6	-24	0.0	-3	7	12	-3	10	10
Cc1ccc(C(=O)CNc2cccc(Cl)c2)cc1	0.8	9	0.0	-6	1	5	-5	-39	20
C/C(=C/C(=O)N1CCc2ccccc21)C(=O)O	0.6	5	0.2	5	2	2	-21	8	25
COc1cccc2cc(C(=O)OCC(=O)NCc3ccc4c(c3)OCO4)c(=O)oc12	0.7	-32	2.1	-11	x	14	1	14	5
Clc1ccc(/C=N/NC2=Nc3cccc4cccc2c34)cc1	0.9	6	-2.0	16	-1	3	-23	70	20

Records above that bear a hit mark in 14-3-3 Bad PPI:
Structure	TRPML3 agonist	EP2 modulator	14-3-3 Bad PPI	NPY1 pot ag	CHOP inh
COc1ccc(Cl)cc1NC(=O)C(OC)c1ccccc1 (configuration not stated)	-0.7	45	87*	-7	5

Bioassay records: PubChem, several laboratories
